BRCA1 expr act: qHTS Assay to Identify Small Molecule Activators of BRCA1 Expression. MCF7-BRCA1-FFLuc reporter, luminescence, 48 h; response scale: scaled: vehicle 0%, 10 µM genistein 100%. Potency, µM (highest dose often 46.1 µM), without a hit: at the highest dose activation, hits mostly activators. 380,000 tested, 1.1% active. AID 624202, 2012; further: potency means the concentration at half of the fitted maximal effect; nearly all actives have a fitted effect of over 80% in size; some results filed as inactive show a strong effect at the top dose
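Activators of BRCA1 expression were detected as increased firefly luciferase luminescence in engineered MCF7 cells after 48 h compound incubation. Signals were scaled to genistein 10 microM as full activation.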
a7 integrin act: qHTS for Activators of Integrin-Mediated Alleviation for Muscular Dystrophy | Potency, µM (series often up to 38.3 µM), for the others: at the top dose activation, usual class: activators | 350,000 tested, 0.064% active | alpha7betagal myoblasts, beta-gal FDG fluorescence, 48 h | AID 624291, 2012;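 further: potency means the concentration at half of the fitted maximal effect; 100% = response of the positive control SU9516; nearly all actives have a fitted effect of over 60% in size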
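Alpha7betagal+/- myoblasts (passage 13) were plated 16-24 hr, then exposed to compounds (1:260 dilution of DMSO stock) for 48 hours at 37C. After MPER lysis, β-galactosidase reporter activity was read as FDG fluorescence (ex 480/em 540) after 30 minutes.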
p53 reactivation: qHTS assay for re-activators of p53 using a Luc reporter; H1299 p53-A138V BP100-luciferase reporter, luminescence, 24 h; Potency, µM (top dose mostly 92.2 µM), for the others: top-dose activity change, positive = activation, usual class: activators; 320,000 tested, 0.063% active; further: potency means the concentration at half of the fitted maximal effect; % of control where 0% means no effect; nearly all actives have a fitted effect of over 45% in size
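H1299 (p53-null), stable ts p53-A138V + BP100-Luc; 1000 cells/well, Opti-MEM/10% FBS; cpd 4 pt, 1:5; 24 h, 37 deg C, 5% CO2; detection reagent 10 min RT; luminescence.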
PTAP TSG101 blk: qHTS Assay for Iinhibitors of HIV-1 Budding by Blocking the Interaction of PTAP/TSG101 | Fluorescence polarization, FITC-PTAP peptide / Tsg101 binding | Potency, µM (titrated, usually from 115 µM), inactives show at the highest dose activity change, negative = inhibition, hits mostly inhibitors | Tumor susceptibility gene 101 protein (Homo sapiens), Q99816 | AID 493005, 2010 | 340,000 tested, under 10 active; active means well fitted inhibition curve with a large enough effect in the main read-out, with a control signal flat, not every such curve was filed as active; inconclusive means small, poorly fitted or top-dose-only effect, or effect the other way, or a change in a side signal; inactive means no such curve, though single readings can be large or run the other way; further: potency means the concentration at half of the fitted maximal effect; % of control where 0% means no effect
Target sequence (Q99816 whole entry, looked up): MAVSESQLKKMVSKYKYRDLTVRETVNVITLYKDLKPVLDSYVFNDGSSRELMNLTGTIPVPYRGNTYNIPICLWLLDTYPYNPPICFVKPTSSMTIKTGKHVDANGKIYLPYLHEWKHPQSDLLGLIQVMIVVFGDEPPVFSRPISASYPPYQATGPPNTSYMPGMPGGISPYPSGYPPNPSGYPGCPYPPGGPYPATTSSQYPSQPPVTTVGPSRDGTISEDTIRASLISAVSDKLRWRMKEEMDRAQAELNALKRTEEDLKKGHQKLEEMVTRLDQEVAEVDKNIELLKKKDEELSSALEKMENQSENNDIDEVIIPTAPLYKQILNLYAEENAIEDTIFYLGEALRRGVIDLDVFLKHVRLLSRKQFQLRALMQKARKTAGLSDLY
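Steps: Tsg101 binding domain dispensed (10 uM final), compounds pinned in DMSO, FITC-labeled PTAP-motif peptide added (50 nM final); after 20 min binding at room temperature, polarization measured.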
ASM inhibitor: Inhibitors of Secretory Acid Sphingomyelinase (S-ASM): qHTS. Sphingomyelin phosphodiesterase (Homo sapiens), P17405. placental ASM, HMU-PC fluorogenic substrate, 60 min. Potency, µM (top dose mostly 57.5 µM), for the others: top-dose activity change, negative = inhibition, actives largely listed as inhibitors. 340,000 tested, 0.006% active; further: potency means the concentration at half of the fitted maximal effect
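qHTS format. ASM enzyme prepared from human placenta hydrolyses the fluorogenic substrate HMU-PC0 (9 uM final) over 60 min at 37 °C after a 10 min compound preincubation.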
ELG1 genotoxic: qHTS screen for small molecules that induce genotoxicity in human embryonic kidney (HEK293T) cells expressing luciferase-tagged ELG1. HEK293T ELG1-luciferase reporter, luminescence, 16 h. Potency, µM (top dose mostly 46 µM), for inactives: at the top dose activity change, positive = activation, most hits filed as activators. 330,000 tested, 1.3% active; further: potency means the concentration at half of the fitted maximal effect; % of control where 0% means no effect; nearly all actives have a fitted effect of over 60% in size
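Quantitative HTS format in 1536-well plates. HEK293T ELG1-luciferase reporter cells receive test compound and are incubated 16 hr at 37 °C, 5% CO2; ONE-Glo added, 30 min room temperature, then luminescence read.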
USP2a block: qHTS Assay for Inhibitors of Ubiquitin-specific Protease USP2a Using CHOP2 as the Reporter. 330,000 tested, 0.01% active. AID 463254, 2010. Potency, µM (top dose mostly 38.3 µM), for the others: at the highest dose activity change, negative = inhibition, most hits filed as inhibitors. Ubiquitin carboxyl-terminal hydrolase 2 (Homo sapiens), O75604. USP2 core, Ub-CHOP2 coupled fluorogenic reporter, 485/531;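 further: potency means the concentration at half of the fitted maximal effect; plate controls were DMSO wells for no effect and full inhibition by NEM control for full effect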
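USP2 core (10nM final) preincubated 30min RT with compound in 20mM Tris-HCl pH 8.0, 2mM CaCl2, 2mM beta-mercaptoethanol, 0.05% CHAPS; 25nM Ub-CHOP2 plus 25nM reporter substrate added, fluorescence (Ex485/Em531) read after 60min.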
Eya2 inh: qHTS Assay for Inhibitors of the Phosphatase Activity of Eya2; recombinant Eya2, OMFP fluorescence dephosphorylation (OMFP is methylfluorescein phosphate); Potency, µM (titrated, usually from 76.9 µM), for the others: top-dose activity, negative = inhibition, hits mostly inhibitors; Protein phosphatase EYA2 (Homo sapiens), O00167; 330,000 tested, 0.006% active; further: potency means the concentration at half of the fitted maximal effect; on the % scale 0 is the no-effect control and ±100 the full control effect
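Eya2 (0.2 uM) preincubated 10 min at ambient with compound, then OMFP substrate added at 50 uM; 10 min reaction in 50 mM HEPES pH 7.5, 50 mM NaCl, 5 uM MgCl2, 0.05% BSA, 1 mM DTT. Fluorescence read at Ex 485/Em 525 nm.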
uPA surface inh: qHTS for Inhibitors of Cell Surface uPA Generation | cell surface uPA generation assay, qHTS | Potency, µM (top dose mostly 38.3 µM), inactives show top-dose activity change, negative = inhibition, usual class: inhibitors | 330,000 tested, 0.31% active; active means well fitted inhibition curve with a large enough effect; inconclusive means small, poorly fitted or top-dose-only effect; inactive means no such curve, though single readings can be large or run the other way; tested in mouse RAW 264.7 cells; further: potency means the concentration at half of the fitted maximal effect; on the % scale 0 is the no-effect control and ±100 the full control effect; nearly all actives have a fitted effect of over 55% in size
B2AR arrestin: qHTS assay of beta-arrestin-biased ligands of beta2-adrenergic receptor; Beta-2 adrenergic receptor (Homo sapiens), P07550; beta-arrestin recruitment to beta2AR, cell-based reporter; Potency, µM (doses to about 46.1 µM), for the others: at the top dose activation, hits mostly activators; 330,000 tested, 0.02% active;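 further: potency means the concentration at half of the fitted maximal effect; 0% = DMSO controls and full agonism = EC100 isoproterenol or metaproterenol; nearly all actives have a fitted effect of over 65% in size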
Target sequence (P07550 whole entry, looked up): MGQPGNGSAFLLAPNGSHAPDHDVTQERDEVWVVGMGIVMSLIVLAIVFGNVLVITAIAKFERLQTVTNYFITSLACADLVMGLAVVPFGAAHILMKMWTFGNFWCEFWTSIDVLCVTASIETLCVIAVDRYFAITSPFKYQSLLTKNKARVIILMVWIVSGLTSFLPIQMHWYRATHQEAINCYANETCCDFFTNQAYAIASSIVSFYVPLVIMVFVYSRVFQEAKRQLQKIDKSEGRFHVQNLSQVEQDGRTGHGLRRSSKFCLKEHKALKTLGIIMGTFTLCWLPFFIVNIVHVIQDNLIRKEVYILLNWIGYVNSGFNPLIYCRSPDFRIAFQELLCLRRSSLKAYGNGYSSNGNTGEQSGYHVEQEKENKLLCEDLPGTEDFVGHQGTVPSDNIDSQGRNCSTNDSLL
TRPV1 ag: HTS Assay for Compounds that Act as Agonists of the Vanilloid Receptor 1; activation, % at 8.33 µM; Transient receptor potential cation channel subfamily V member 1 (Homo sapiens), Q8NER1; TRPV1-expressing cells, Fluo-8 calcium influx, agonist mode; 320,000 tested, 0.19% active; in the data active means activation above about 80%; inconclusive means between about 30% and that limit; further: 0% is about no effect
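Fluo-8 calcium influx in TRPV1-expressing cells, kinetic read (ex 480/em 520 nm). Compound added and read 3 min for agonist activity, followed by capsaicin at EC20 final and 2 min further read for enhancement.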
* hit, by the source's call; ? = inconclusive; . = not tested or not shown; & = joins results of further samples; [ ] = dose if it differs, or a comment. Unless noted, the call rests on the fitted dose curve; in most records, active means well fitted curve in the direction sought with a large enough effect; inconclusive means small, poorly fitted or top-dose-only effect, or another doubt; inactive means no such curve, though single readings can be large; an effect the other way counts as inactive or inconclusive.

SMILES	BRCA1 expr act	a7 integrin act	p53 reactivation	PTAP TSG101 blk	ASM inhibitor	ELG1 genotoxic	USP2a block	Eya2 inh	uPA surface inh	B2AR arrestin	TRPV1 ag
CN(C)S(=O)(=O)c1ccc(NC(=O)c2ccc3ncsc3c2)cc1	?	8%	3%	-5%	0%	?	-1%	?	0%	-0.2%	80*
O=C(COC(=O)/C=C/c1ccc(Cl)c(Cl)c1)NC1CC1	-2%	7%	2%	1%	1%	0%	-1%	-2%	2%	-0.4%	.
O=C(CCn1ccc2cc(S(=O)(=O)N3CCCC3)ccc21)NCc1cccc(F)c1	0%	-5%	-5%	-5%	3%	-4%	0%	-4%	-5%	0.0%	?
CCCCCC1=CCC/C1=N\NC(=O)c1ccc2c(c1)OCO2	-14%	10%	1%	-7%	-2%	-5%	0%	-1%	6%	-0.2%	?
CSCCCNC(=S)N1CCN(S(=O)(=O)c2cccc(C(F)(F)F)c2)CC1	-10%	0%	3%	-2%	-1%	0%	0%	3%	0%	-0.3%	?
COc1ccc(N(CC(=O)NC2CCCCC2C)S(=O)(=O)c2c(C)nn(C)c2C)cc1 (configuration not stated)	-2%	10%	.	2%	-2%	-3%	4%	18%	0%	-2.9%	3
O=C(Cc1cccs1)N1CCN(S(=O)(=O)c2cccc([N+](=O)[O-])c2)CC1	4%	-4%	2%	-6%	1%	2%	1%	-5%	8%	-0.4%	-2
CCN(CC)S(=O)(=O)c1ccc(/C=C/C(=O)OCC(=O)NCc2ccco2)cc1	1%	5%	16%	-1%	-2%	1%	3%	8%	-5%	-0.1%	.
COCCN1C(=O)C(=O)/C(=C(/O)c2cccc(OC)c2)C1c1ccc(C)o1 (configuration not stated)	6%	22%	-2%	-3%	-2%	2%	0%	-3%	-1%	-0.9%	-3
CC(=O)c1nnn(-c2ccc(Cl)cc2C#N)c1C	5%	-22%	-2%	-2%	1%	-3%	1%	8%	0%	0.0%	-1
Cc1ccc(C(=O)N2CCN(c3ccc(NC(=O)c4cccs4)cc3)CC2)cc1	-23%	28%	-47%[inhibitor]	-2%	-2%	-14%	1%	2%	11%	-0.7%	4
COc1ccc(C2=CC(=O)C[C@H](CN3C(=O)c4ccccc4C3=O)N(C(=O)OC(C)(C)C)O2)cc1	2%	16%	.	-1%	23%	.	.	.	-7%	.	.
COc1ccccc1N1CCN(C2=CC(=O)CCC2)CC1	1%	-17%	4%	-8%	2%	3%	2%	22%	5%	-0.3%	-2
CCN(CC)C(=O)CN(c1cc(Cl)ccc1OC)S(C)(=O)=O	8%	30%	2%	-4%	-1%	1%	-1%	2%	-5%	-0.1%	-6
COc1nc(N2CCOCC2)nc(C)c1[N+](=O)[O-]	-10%	-27%	-5%	-5%	10%	8%	1%	2%	-4%	-0.9%	-1
CC(C)C(NC(=O)c1ccc2c(c1)OCO2)C(=O)N/N=C\c1ccco1 (configuration not stated)	7%	-2%	11%	-5%	0%	1%	4%	1%	0%	-0.6%	-1
COc1ccc(S(=O)(=O)Nc2cccc(S(=O)(=O)NC3=NCCC3)c2)cc1[N+](=O)[O-]	-25%	13%	-5%	0%	-2%	10%	1%	22%	3%	0.4%	-2
CCCCSc1nnc([C@H](C)NC(=O)OC(C)(C)C)o1	-3%	10%	-11%	-10%	2%	4%	-1%	-23%	.	-0.5%	-9
CC(C)CN(C(=O)COC(=O)CCC(=O)c1ccc(F)cc1)c1c(N)n(Cc2ccccc2)c(=O)[nH]c1=O	-19%	4%	2%	2%	.	6%	0%	-10%	17%	0.0%	0
O=C(NNc1cccc(Cl)n1)c1c(F)cccc1F	1%	0%	-4%	0%	-1%	4%	0%	7%	5%	0.1%	1
CC(=O)Nc1ccc(/C(C)=N/NC(=O)C2CC2c2ccccc2)cc1 (configuration not stated)	-27%	-7%	-7%	-7%	3%	5%	6%	-1%	0%	-0.6%	-5
CCOC(=O)c1nc(C)n(-c2cc(Cl)ccc2Cl)n1	-7%	7%	-25%	-4%	2%	-2%	0%	-3%	0%	-1.1%	2
Cc1cc(NC(=O)CN2CCC(C)CC2)no1	4%	22%	2%	-3%	4%	3%	1%	-1%	-8%	-1.2%	0
COCc1nc2c([nH]1)c(=O)n(C)c(=O)n2CC(C)C	23%	.	0%	0%	-8%	0%	3%	4%&20%	9%	-0.3%	-1
CCCCN(CC)CCNC(=O)c1cc2c(=O)n(CC)c3ccccc3c2s1	-36%&-4%	14%	0%	-3%	0%	11%	1%	-1%	-4%	-0.8%	4
COc1ccccc1CNC(=O)CSC1=NCCS1	50%	-37%	6%	0%	3%	-5%	0%	-8%	-2%	0.4%	5
CN1CCN(C(=O)CN(Cc2ccc(Cl)cc2)S(C)(=O)=O)CC1	-6%	-12%	3%	0%	2%	-1%	-1%	-2%	3%	-0.4%	-3
Cc1csc(=O)n1CCC(=O)OCC(=O)Nc1ccc(S(N)(=O)=O)cc1	-1%	7%	5%	-6%	2%	-4%	3%	-7%	15%	-1.8%	5
Cc1ccc(OCC(O)CNC2CCCC2)cc1C (configuration not stated)	2%	-33%[inhibitor]	.	1%	0%	-3%	2%	-12%	-1%	0.1%	4
Cc1ccc(CN(C)C(=O)c2ccc3c(c2)NC(=O)CS3)o1	-21%	?	-8%	4%	2%	-3%	13%	-9%	-4%	-0.7%	-7
CC(=O)c1ccc(-n2c(CCC(=O)O)ccc2-c2cccs2)cc1	9%	-44%	6%	-1%	0%	-1%	2%	21%	-8%	-0.9%	3
CC(/C=C1\SC(=S)N(NC(=O)c2ccncc2)C1=O)=C\c1ccccc1	-27%	2%	1%	-2%	-29%	0%	6%	-9%	1%	-0.3%	19
CCCOC(=O)c1ccc(Oc2c(-c3ccc(O)cc3O)n[nH]c2C)cc1	-83%[inhibitor]	24%	-14%	-11%	?	-2%	1%	12%	10%	-3.0%	?
CC1(C)NC(=O)N(c2ccc([N+](=O)[O-])c(C(F)(F)F)c2)C1=O	0%	.	12%	1%	-4%	?	0%	-9%&9%	11%	0.0%	-1
CC(C)(C)OC(=O)N(CCc1ccccc1)Cc1ccccc1OCc1ccc(NC(=O)C2CCC2)cc1	-27%	3%	.	4%	-2%	.	.	.	-7%	.	.
O=C(C1CCCN(Cc2nc(-c3ccc(Cl)cc3)no2)C1)N1CCOCC1 (configuration not stated)	13%	-45%[inhibitor]	3%	-8%	1%	-7%	2%	-6%	-3%	-0.8%	?
COc1ccc(-c2nn3c(-c4ccccn4)nnc3s2)cc1OC	3%	29%	-1%	-7%	0%	-4%	-1%	0%	.	-0.9%	0
CCOC(=O)c1cccc(NC(=O)CSc2nnc(C3CCCCC3)n2C)c1	-23%	0%	-9%	-3%	-1%	-3%	-1%	5%	1%	-0.1%	2
CS(=O)(=O)c1ccc(S(=O)CC(=O)Oc2ccc(Cl)cc2)c([N+](=O)[O-])c1 (configuration not stated)	-50%	-56%[inhibitor]	-17%	-3%	-1%	?	-6%	2%	?	-0.8%	3
O=C(CCCCCNC(=O)N1CCn2c1nc1ccccc12)N[C@H](C(=O)O)c1ccccc1	11%	17%	10%	-10%	3%	3%	0%	1%	7%	0.0%	1
O=C(CC1CCCC1)Nc1cccc(Br)c1	35%	13%	18%	1%	-3%	16%	1%	6%	0%	0.2%	20
C=CCOc1ccc2oc(=O)cc(C)c2c1	27%	-5%	-8%	1%	6%	-1%	1%	0%	2%	-1.1%	2
CCn1c(SC(C)C(=O)N2CCOCC2)nc2sc(C)c(C)c2c1=O (configuration not stated)	-9%	-26%	4%	-6%	-1%	-5%	1%	9%	?	0.0%	?
CCOc1ccc(/C=N/NC(=O)c2cc(-c3ccccc3)nc3ccccc23)cc1O	-44%	-9%	-3%	-11%	-14%	-18%	-2%	3%	18%	-1.0%	2
CSCCC(NC(=O)c1cccc(C)c1)C(=O)NNC(=O)c1cccs1 (configuration not stated)	-6%	20%	-1%	-5%	1%	1%	6%	3%	19%	-0.1%	.
